hcDAF-12 act: activators of H. contortus DAF-12 nuclear receptor; HEK293 hcDAF-12 lit1-tk-luc reporter, luminescence; 0% DMSO, 100% Δ7-dafachronic acid; activation, % at 6.8 µM; 370,000 compounds, 1.4% hits;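 active means activation above the mean of all tested compounds plus 3 SD, cut at about 5.5% in these data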;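 further: 100% = response to 3 µM Δ7-dafachronic acid high control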
PG9 Ab binder: PG9 antibody binding by small molecule. TR-FRET gp120-PG9 antibody binding. inhibition, % at 6.7 µM. 360,000 compounds, 0.43% hits. AID 624416; in the data active means inhibition above about 8.5%
DAX1 inh-1: inhibits human nuclear receptor DAX1. inhibition, % at 6.75 µM. HEK293 Gal4-DAX1 luciferase reporter, luminescence. P51843. AID 504766. 340,000 compounds, 0.99% hits;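 active means inhibition above the mean over all tested compounds plus 3 SD, cut at about 4.2% in these data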;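 further: 0% = DAX1-transfected cells with DMSO and 100% = empty-vector control cells with DMSO; inhibition shows as a rise in luminescence from relieved DAX1 repression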
NPR1 activator: GC-A (human) enzyme activation | P16066 | HEK293 GC-A cells, cGMP TR-FRET, EC30 ANP; 0% at EC30 ANP, 100% saturating ANP | activation, % at 10 µM | 370,000 compounds, 0.14% hits | AID 1671463; in the data active means activation above about 40%
Target sequence (P16066 whole entry, looked up): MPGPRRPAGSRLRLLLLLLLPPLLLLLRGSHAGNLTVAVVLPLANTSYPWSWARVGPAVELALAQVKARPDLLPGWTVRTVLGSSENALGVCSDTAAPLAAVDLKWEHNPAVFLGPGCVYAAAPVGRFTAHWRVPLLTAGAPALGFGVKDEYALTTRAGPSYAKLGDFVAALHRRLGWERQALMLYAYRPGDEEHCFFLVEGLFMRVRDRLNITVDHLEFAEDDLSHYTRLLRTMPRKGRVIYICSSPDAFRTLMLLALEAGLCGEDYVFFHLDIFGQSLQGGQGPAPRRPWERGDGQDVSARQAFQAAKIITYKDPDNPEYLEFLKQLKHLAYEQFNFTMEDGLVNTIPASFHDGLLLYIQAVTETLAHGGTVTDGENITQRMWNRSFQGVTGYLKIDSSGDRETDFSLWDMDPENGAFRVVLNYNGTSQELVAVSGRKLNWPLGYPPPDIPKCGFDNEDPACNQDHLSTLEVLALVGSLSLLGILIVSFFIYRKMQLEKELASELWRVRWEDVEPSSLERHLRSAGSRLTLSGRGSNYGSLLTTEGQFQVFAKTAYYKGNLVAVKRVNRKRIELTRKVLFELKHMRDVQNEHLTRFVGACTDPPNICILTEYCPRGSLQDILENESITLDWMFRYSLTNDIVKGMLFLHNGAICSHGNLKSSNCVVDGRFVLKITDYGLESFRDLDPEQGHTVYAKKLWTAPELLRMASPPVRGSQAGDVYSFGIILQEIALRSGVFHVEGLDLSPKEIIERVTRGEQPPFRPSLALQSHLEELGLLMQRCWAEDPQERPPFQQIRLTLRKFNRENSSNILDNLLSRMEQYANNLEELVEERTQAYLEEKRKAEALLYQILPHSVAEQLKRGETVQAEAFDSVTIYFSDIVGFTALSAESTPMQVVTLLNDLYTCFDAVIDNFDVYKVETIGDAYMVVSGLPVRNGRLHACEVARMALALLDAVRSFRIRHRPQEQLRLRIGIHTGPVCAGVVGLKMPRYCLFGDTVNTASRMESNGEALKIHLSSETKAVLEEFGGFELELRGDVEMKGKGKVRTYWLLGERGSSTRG
ssDAF-12 act: activates DAF-12 receptor from parasite S. stercoralis. HEK293 ssDAF-12/GRIP1 lit1-tk-luc reporter, luminescence; % of 3 µM dafachronic acid response. activation, % at 6.8 µM. 370,000 compounds, 1% hits;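 active means activation above the mean over all tested compounds plus 3 SD, cut at about 0.9% in these data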;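 further: 0% = DMSO-only wells and 100% = 3 µM delta7-dafachronic acid wells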
GAA850 FXN act: frataxin GAA850 promoter activation; 360,000 compounds, 0.56% hits; activation, % at 6 µM; HEK293 lucGAA850 FXN promoter luciferase reporter, 24 h; percent of 10 µM SAHA response;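 active means activation above the average of all compounds screened plus 3 SD, cutoff fixed separately per campaign, cut at about 7.5% in these data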;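 further: 0% = DMSO wells and 100% = 10 µM SAHA wells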
SMARCA2 activ: SMARCA2 function activation, primary screen. MG213 cells, MMTV-luciferase reporter, dexamethasone, overnight. activation, % at 9.1 µM. 370,000 compounds, 1% hits. AID 652017; in the data active means activation above about 7.8%;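 further: 0% = vehicle wells and 100% = reference activator wells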
DAX1 inh-2: DAX1 (NR0B1) inhibition, primary screen; HEK293T StAR-luciferase reporter, SF-1/DAX-1 repression relief; inhibition, % at 6.8 µM; 370,000 compounds, 1.1% hits; AID 652010;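 active means inhibition above the mean over all tested compounds plus 3 SD, cut at about 3.6% in these data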;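 further: 0% = DAX-1 cells with DMSO and 100% = cells lacking DAX-1 with DMSO; higher inhibition means more luminescence from relief of DAX-1 repression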
ADAM17 inh: inhibitors of human ADAM17; inhibition, % at 6.95 µM; AID 720648; P78536; recombinant ADAM17, EDANS/DABCYL FRET peptide cleavage; 370,000 compounds, 0.83% hits;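 active means inhibition above the mean of compounds lying between control limits plus 3 SD, set per campaign, cut at about 8.5% in these data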;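 further: 0% = DMSO-only wells as the low control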
ADAM10 inh: inhibits human ADAM10 | O14672 | recombinant ADAM10, EDANS/DABCYL FRET peptide cleavage, 3 h | inhibition, % at 7 µM | 370,000 compounds, 0.62% hits | AID 720582;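 active means inhibition above a per-campaign cutoff equal to the mean of compounds falling between control-based bounds plus 3 SD, cut at about 20% in these data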;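 further: 0% = DMSO wells while the 100% control is not disclosed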
hgDAF12 agonist: agonists of H. glycines DAF-12 nuclear receptor; activation, % at 6.8 µM; 370,000 compounds, 1.8% hits; HEK293 GAL4-hgDAF12 UAS-luciferase reporter, agonist luminescence; normalized to butyrate control;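 active means activation above a cutoff set at the mean of all screened compounds plus 3 SD, cut at about 10% in these data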;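 further: 0% = DMSO wells and 100% = sodium butyrate wells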
An asterisk follows results filed as active; i = inactive; · = no result given.

SMILES | hcDAF-12 act | PG9 Ab binder | DAX1 inh-1 | NPR1 activator | ssDAF-12 act | GAA850 FXN act | SMARCA2 activ | DAX1 inh-2 | ADAM17 inh | ADAM10 inh | hgDAF12 agonist
c1ccc(C2Nc3ccccc3-c3nc4ccccc4n32)nc1 (stereo not given) | 0.3 | -2.5 | 0.8 | 4 | -0.3 | -0.4 | 10* | 1.0 | -397 | i | 9.9
CCC(C)NC(=O)c1cc(CC(C)C)on1 (stereo not given) | 1.8 | -1.8 | 0.6 | 3 | -0.9 | 0.6 | 2 | 1.1 | -3 | -13 | 3.5
O=C(CSc1ccc(-c2cccs2)nn1)N1CCCCCC1 | -0.4 | 0.0 | -1.0 | 2 | -0.8 | 2.5 | 13* | 0.7 | 1 | -3 | 6.5
CCCCCC1=NN2C(=O)CC(=O)N=C2S1 | -0.4 | -1.1 | 1.6 | 1 | -1.0 | 0.8 | 0 | -0.8 | -2 | 1 | -0.2
CS(=O)(=O)N(Cc1ccccc1)c1ccccc1C(=O)Nc1ccccc1C(=O)NCc1ccco1 | -1.0 | 0.5 | -1.0 | 1 | -0.8 | 2.2 | -2 | -0.2 | -2 | 3 | -1.5
O=C(CNC(=O)N1CC(=O)Nc2ccccc21)NCc1ccccc1Cl | -1.3 | -1.4 | 0.1 | -3 | -1.1 | 0.9 | 2 | 0.3 | -1 | 2 | -0.6
Cc1ccc(C(O)(COC(=O)C(C)C)COC(=O)C(C)C)c(O)c1 | -1.1 | 0.2 | 0.6 | 2 | -1.4 | 1.7 | 7 | 0.4 | -2 | -5 | 1.4
COc1cc(NC(=O)Cc2ccccc2)c(C(=O)O)cc1OC | -1.1 | 1.6 | 1.5 | 1 | -1.9 | -0.3 | -4 | 0.2 | -3 | -11 | 0.7
Cc1ccc(S(=O)(=O)Nc2ccccc2C(=O)Nc2nc(-c3ccc(F)cc3)cs2)cc1 | -5.4 | -1.7 | -5.1 | 3 | -3.0 | -13 | -10 | -3.9 | -137 | -226 | -13
O=c1ccc2ccc(Oc3ccc(Cl)cc3[N+](=O)[O-])cc2o1 | -1.5 | -0.2 | 0.8 | 8 | -1.5 | 1.4 | -4 | 0.9 | -11 | -18 | 9.4
Cc1ccc(NS(=O)(=O)N2CCCCC2)cc1 | -0.2 | -2.5 | 0.8 | 1 | -0.8 | 0.4 | 0 | 0.6 | -2 | 1 | 0.3
COc1ccc(CN(C)Cc2nc(Cc3ccccc3Cl)no2)cc1OC | -2.4 | -2.2 | -1.6 | -3 | -1.4 | 3.0 | 1 | -1.3 | -2 | 6 | -0.3
CC(C)NC(=O)/C(=C/c1ccco1)c1ccccc1 | -1.7 | -2.9 | -0.7 | 0 | -0.8 | 3.2 | 1 | -0.1 | -3 | 3 | 3.3
CNC(=O)Nc1cccc2cccnc12 | -1.4 | -3.0 | 0.1 | -4 | -1.8 | -0.3 | 1 | 0.0 | -3 | 6 | -2.1
Cc1noc(C)c1NC(=O)N(C)C[C@@H]1Oc2cc(Br)ccc2S(=O)(=O)N([C@H](C)CO)C[C@@H]1C | 1.0 | 0.6 | 2.1 | 3 | -1.5 | 0.1 | 4 | 0.9 | 5 | -8 | 0.6
CCCCC1(CC(=O)OCC)SCCN1C(N)=O (stereo not given) | -1.2 | -1.9 | 1.7 | 6 | -0.2 | -0.2 | -2 | -0.8 | 1 | 7 | 4.8
C1=CC2CCC1ON2c1ccccc1 (stereo not given) | -0.3 | -1.2 | 0.2 | -1 | -1.3 | -1.3 | -2 | 0.6 | -6 | -4 | -1.1
O=C(CCOc1ccccc1)N1CCN(S(=O)(=O)c2ccccc2F)CC1 | -0.3 | 1.1 | -0.6 | 1 | -0.5 | 1.2 | 0 | -0.3 | 0 | -3 | 1.1
O=S1(=O)C[C@H](N2CCC[C@@H]2CO)[C@@H](COCc2ccccc2)N1 | -0.8 | -1.2 | · | 2 | -0.2 | · | 1 | 0.1 | -4 | -1 | -3.8
NC(Cc1ccccc1)c1csc(Nc2ccc(C(=O)c3ccccc3)cc2)n1 (stereo not given) | 0.3 | 0.9 | · | -5 | -1.7 | -3.7 | -5 | -3.2 | -3 | -27 | 1.3
COC(=O)CSc1nnc(-c2ccccc2OC)n1-c1ccc(C)cc1 | 1.2 | 0.9 | 1.6 | -14 | 0.7 | 4.9 | -2 | 0.3 | 1 | 5 | 0.2
CCn1c(SCc2ccc(C(C)(C)C)cc2)nnc1-c1ccc(C(C)(C)C)cc1 | 0.5 | · | · | 0 | -1.0 | · | -5 | -1.2 | -5 | -6 | -1.7
CCCN1C(=O)COc2ccc(-c3n[nH]c(=O)c4ccccc34)cc21 | -2.8 | -2.0 | -1.3 | -2 | -1.1 | 3.5 | -3 | -1.1 | -1 | 10 | 3.6
CCOC(=O)C(Cc1cc(C(C)=O)ccc1OC(C)C)C(=O)OCC | -1.1 | 2.6 | 0.3 | 3 | -1.5 | 3.1 | -1 | -0.2 | -7 | 0 | 0.1
Cc1ccc(S(=O)(=O)NCCC(=O)Nc2ccc(C)c(Cl)c2)cc1C | -3.4 | -0.1 | 0.8 | -4 | -0.9 | 1.3 | -5 | -0.3 | 3 | 7 | 1.8
O=C(COC(=O)C1=COCCO1)Nc1ccc(F)c(F)c1 | -0.6 | -1.3 | 0.6 | 3 | -0.7 | 0.3 | -2 | -0.1 | -1 | 2 | 3.2
COc1cc(S(=O)(=O)NCc2ccncc2)c(OC)cc1Br | -1.9 | -3.8 | -0.7 | 2 | -1.1 | -1.4 | -3 | -5.5 | -1 | 9 | -5.5
O=c1[nH]n(CC2COC3(CCCCC3)O2)c(=O)c2ccccc12 (stereo not given) | 4.9 | -0.6 | 1.3 | -1 | -0.9 | 6.1 | -1 | 1.1 | -4 | -15 | 7.3
COc1ccc(C2C3=C(N=C4SCC(=O)N42)c2ccccc2CC3)cc1OC (stereo not given) | 1.2 | -1.8 | 0.7 | 4 | -1.6 | -1.1 | -3 | -0.1 | 9.3* | 14 | 2.1
O=C(O)C1CCCN(S(=O)(=O)c2ccc(Cl)s2)C1 (stereo not given) | -0.9 | 0.1 | 0.1 | 3 | -1.4 | 0.6 | -1 | 1.7 | -5 | 6 | 0.5
COc1ccc(NS(=O)(=O)c2cccc(C(=O)NCC(c3ccc(OC)cc3)N3CCCCC3)c2)cc1 (stereo not given) | -0.4 | -1.6 | 0.3 | -7 | -1.3 | -3.2 | 1 | 2.4 | 0 | 1 | -2.5
O=C1c2cccnc2C(Nc2ccccc2Br)N1Cc1ccco1 (stereo not given) | -1.2 | 1.8 | 0.8 | -1 | -0.7 | 0.3 | -1 | 0.0 | -2 | 13 | -2.2
CC1(C(=O)NS(=O)(=O)Cc2ccccc2)CCN1C(=O)Cc1ccccc1Cl (stereo not given) | 0.1 | -0.4 | · | 4 | -0.4 | -0.8 | -5 | 1.0 | 7 | 10 | -0.3
Cc1ccc(NC(=O)CN(C)C(=O)C2CC(=O)N(Cc3ccccc3)C2)cc1 (stereo not given) | -0.8 | -0.4 | -0.2 | 1 | -1.3 | -0.2 | -2 | 1.4 | 0 | -15 | -0.1
CCSC1=NC2(CCCCC2)Nc2sc3c(c21)CCCC3 | -1.5 | 0.5 | -0.2 | 16 | -1.4 | -0.7 | -1 | -0.2 | 2 | -5 | 0.9
COC(=O)[C@]12C[C@H](CC(=O)N3CCCC3)C(=O)N(CCC3=CCCCC3)C1=C[C@H](COCc1ccccc1)O[C@@H]2C | -1.7 | -0.1 | · | 3 | -1.1 | · | 0 | -1.1 | -2 | 1 | -1.3
COc1ccc(OC)c(NC(=O)COc2ccc3c(c2)CCC3)c1 | -0.6 | -1.1 | 0.1 | -3 | -0.9 | -1.0 | -1 | -0.7 | 2 | 3 | -0.3
COc1ccc(C(CNC(=O)c2cccc(S(=O)(=O)Nc3ccc(C)cc3)c2)N2CCOCC2)cc1 (stereo not given) | -1.1 | 0.4 | -0.4 | -6 | -0.6 | 2.3 | -2 | -0.7 | 3 | 11 | -0.2
Cc1ccc2c(CSc3nnnn3C)cc(=O)oc2c1 | -0.8 | 0.4 | -0.8 | 3 | -1.0 | -1.1 | -4 | 0.6 | -5 | -14 | 1.6
O=C(CSc1nc2ccccc2o1)Nc1nccs1 | 0.4 | 0.9 | 2.2 | 2 | -0.8 | -1.2 | 4 | 0.7 | 3 | -2 | 5.0
O=C(NNC(=O)c1nc2ccccc2[nH]1)OCc1ccccc1 | -0.6 | -1.3 | 0.1 | 2 | -0.6 | 0.5 | 1 | 0.0 | -3 | -6 | -1.1
COc1ccc(/C(C)=N/OC/C(O)=C(\C#N)c2nc3ccccc3[nH]2)cc1OC | 1.3 | -0.2 | -0.3 | -3 | -1.0 | 1.2 | -3 | 0.4 | -3 | -13 | 0.0
COC(=O)C1C(=O)N2CCCSC2=C(C#N)C1c1cccs1 (stereo not given) | -0.9 | -1.3 | -0.2 | -3 | -1.3 | -0.2 | -2 | 0.1 | -3 | -3 | 1.1
O=C(Nc1ccccc1)c1cccc(NC(=O)c2ccco2)c1 | -0.2 | -0.4 | 0.1 | -1 | -1.6 | -0.1 | 1 | -0.6 | -5 | 2 | 3.2
CC(C)C[C@H](NC(=O)Nc1ccc(Oc2ccccc2)cc1)C(=O)O | 1.9 | -2.4 | 1.0 | 1 | -0.4 | -0.8 | 1 | 0.0 | -1 | 4 | 0.3

Some of the entries so far, as a markdown table:
| canonical_smiles | hcDAF-12 act | PG9 Ab binder | DAX1 inh-1 | NPR1 activator | ssDAF-12 act | GAA850 FXN act | SMARCA2 activ | DAX1 inh-2 | ADAM17 inh | ADAM10 inh | hgDAF12 agonist |
| --- | --- | --- | --- | --- | --- | --- | --- | --- | --- | --- | --- |
| O=C1c2cccnc2C(Nc2ccccc2Br)N1Cc1ccco1 (stereo not given) | -1.2 | 1.8 | 0.8 | -1 | -0.7 | 0.3 | -1 | 0.0 | -2 | 13 | -2.2 |
| CC1(C(=O)NS(=O)(=O)Cc2ccccc2)CCN1C(=O)Cc1ccccc1Cl (stereo not given) | 0.1 | -0.4 | · | 4 | -0.4 | -0.8 | -5 | 1.0 | 7 | 10 | -0.3 |

(list continues)
SMILES | hcDAF-12 act | PG9 Ab binder | DAX1 inh-1 | NPR1 activator | ssDAF-12 act | GAA850 FXN act | SMARCA2 activ | DAX1 inh-2 | ADAM17 inh | ADAM10 inh | hgDAF12 agonist
O=C1NCC(COCC2CC=CCC2)O1 (stereo not given) | 1.1 | 2.3 | -0.4 | 0 | -1.4 | -0.8 | -5 | 0.1 | -5 | -4 | -0.9
On1c(-c2ccccc2Cl)nc2ncccc21 | -2.6 | -1.8 | 2.2 | 1 | -1.7 | 0.9 | 5 | 0.2 | 0 | 1 | 0.8
CCOC(=O)C1CCCN(C(=O)c2ccc(Cl)c(S(=O)(=O)N3CCc4ccccc43)c2)C1 (stereo not given) | 2.7 | -0.7 | -0.5 | -3 | -0.6 | 0.1 | -3 | -1.4 | 5 | -26 | 2.5
CC1Cc2ccccc2N1C(=O)CCS(=O)(=O)c1cccs1 (stereo not given) | 1.4 | -1.5 | -0.1 | 5 | -0.1 | 2.3 | 1 | -0.2 | -2 | 0 | -0.2
CCCCNC(=O)c1ccc(N2CCC3(CC2)OCCO3)c([N+](=O)[O-])c1 | -2.3 | -0.8 | -0.7 | 0 | -1.6 | 0.9 | 0 | -0.2 | -1 | -4 | 1.4
Fc1cc(F)c2nc(Nc3nc4c(F)cccc4s3)sc2c1 | 3.8 | 13* | 0.4 | 27 | 0.4 | 1.1 | -3 | 0.6 | -1 | -16 | 2.4

High-throughput results: PubChem, several laboratories
